Large T inhibition = SV40 large T antigen inhibitors, biochemical (AID 1903); SV40 large T antigen ATPase/helicase inhibition assay; higher % means a stronger effect; inhibition, % at 20 µM; hits with a dose series show IC50 in µM; hit rate 0.39% among 310,000; in the data active means a potency from the dose series; inconclusive means inhibition mostly from about 32% at the one dose, without a potency; inactive means the rest, 99 in 100 with inhibition below about 32%; further: strong numbers were not always called active
T cell HTS = modulators of CD8 T cell-vesicle binding, primary screen, mouse 2C CD8+ T cells, flow cytometry; 2C CD8+ T cell-vesicle binding; stronger effect = lower value; calls only at 7 µM; hit rate 0.068% among 330,000;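 active means response, share of CD8 T cells binding vesicles, and their 90th percentile fluorescence all below set limits, cut at about 80% in these data, passing the limit was not always enough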
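Test system: purified 2C TCR transgenic mouse naive CD8+ T cells. Probe or stimulus: QL9-peptide-loaded Drosophila micro-vesicles bearing Ld, ICAM-1 and B7-1. Incubation: binding step 1.5 h, 37 °C, antibody labelling 20 min, ice. Measured by: flow cytometry of vesicle-bound cells.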
GPR35 arrestin U2OS = GPR35 antagonists blocking zaprinast-driven arrestin recruitment, primary screen, imaging, U2OS, beta-arrestin-GFP, zaprinast agonist (AID 2058). G-protein coupled receptor 35 (Homo sapiens). U2OS GPR35 beta-arrestin-GFP translocation imaging, zaprinast antagonism; higher % means a stronger effect. one-dose inhibition, % at 10 µM; IC50 in µM for titrated hits. hit rate 0.052% among 290,000;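 active means inhibition of at least 50% with at least 30 cells and total cytoplasm GFP at most 10,000,000; inconclusive means under 30 cells or total GFP of 10,000,000 plus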
GPR55 LPI antagonism = GPR55 antagonists blocking LPI-driven arrestin recruitment, primary screen, imaging, U2OS, beta-arrestin-GFP, LPI agonist (AID 2013) | hit rate 0.13% among 290,000 | G-protein coupled receptor 55 (Homo sapiens) | inhibition, % at 10 µM; hits with a dose series show IC50 in µM | U2OS GPR55 beta-arrestin-GFP translocation imaging, LPI antagonism; higher % means a stronger effect;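 active means spots per cell inhibited over 60%, with over 100 cells counted and total cytoplasm intensity under 500,000; inconclusive means wells with under 100 cells, flagged as likely toxic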;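 further: U2OS cells stably carrying GPR55 and arrestin-GFP stimulated by 5 µM LPI near EC80; imaged beta-arrestin-GFP aggregate spots per cell after agonist stimulation; plate controls were LPI-stimulated DMSO wells for no effect and DMSO wells without LPI for full effect; some results filed as inactive read as strong as hits; confirmed hits need IC50 under 10 µM and bright autofluorescent wells are also inconclusive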
NTR1 agonist = agonists of NTR1, primary screen, imaging, U2OS cells, beta-arrestin-GFP, high content (AID 493036). activation, % at 20 µM. NTR1-U2OS beta-arrestin-GFP spot imaging, agonist mode. hit rate 0.17% among 330,000;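 active means activation at or above 40% of the spot to cytoplasm intensity ratio, with at least 20 cells analyzed; inconclusive means wells under 20 cells, flagged as cytotoxic or low count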;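 further: 0% = DMSO without peptide and 100% = 100 nM NTR1 peptide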
Target sequence (P30989 whole entry, looked up): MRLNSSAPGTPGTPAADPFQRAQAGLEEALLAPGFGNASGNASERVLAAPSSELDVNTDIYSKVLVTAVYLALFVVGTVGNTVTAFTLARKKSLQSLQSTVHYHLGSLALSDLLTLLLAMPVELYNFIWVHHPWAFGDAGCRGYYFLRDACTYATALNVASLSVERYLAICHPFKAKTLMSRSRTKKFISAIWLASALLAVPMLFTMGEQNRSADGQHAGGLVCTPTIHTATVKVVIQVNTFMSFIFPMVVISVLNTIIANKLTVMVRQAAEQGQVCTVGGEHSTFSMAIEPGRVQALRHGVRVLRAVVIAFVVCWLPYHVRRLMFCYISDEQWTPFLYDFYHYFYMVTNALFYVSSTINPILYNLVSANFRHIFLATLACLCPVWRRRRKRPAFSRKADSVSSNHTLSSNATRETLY
LYP phosphatase = inhibitors of LYP phosphatase, biochemical, fluorescence intensity, uHTS (AID 1779); Tyrosine-protein phosphatase non-receptor type 22 (Homo sapiens); recombinant LYP phosphatase, fluorescence intensity; higher % means a stronger effect; inhibition, % at 11.5 µM, or IC50 in µM where a hit was titrated; hit rate 0.054% among 290,000; in the data active means inhibition above about 50%;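 further: plate controls were vehicle with enzyme for no effect and no enzyme for full effect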
GPR55 beta-arrestin = GPR55 agonists via beta-arrestin recruitment, primary screen, imaging, U2OS cells, beta-arrestin-GFP redistribution (AID 1961); activation, % at 10 µM; hits with a dose series show EC50 in µM; U2OS GPR55 beta-arrestin-GFP redistribution imaging; higher % means a stronger effect; hit rate 0.048% among 290,000;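 active means activation above 40% with more than 50 cells counted in the well; inconclusive means wells holding fewer than 50 cells, flagged as toxic or sparse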;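 further: U2OS osteosarcoma cells stably expressing GPR55 and beta-arrestin-GFP; plate controls were DMSO negative control for no effect and LPI positive control for full effect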
MgcRacGAP inhibition = MgcRacGAP GTPase-activating activity inhibitors, confirmation, biochemical, ADP Hunter fluorescence. Rac GTPase-activating protein 1 (Homo sapiens). MgcRacGAP-stimulated Rac1 GTP hydrolysis, ADP Hunter fluorescence; higher % means a stronger effect; GST-tagged Rac1 F28L mutant substrate. inhibition, % at 30 µM; hits with a dose series show IC50 in µM. hit rate 0.6% among 340,000. AID 624330, 2012;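 active means first-screen hits whose inhibition reached a set limit at any dose in the follow-up dose series; inconclusive means inhibition above the set first-screen limit but never retested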;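 further: fluorescence reports GDP produced by GAP-driven GTP hydrolysis; strong numbers were not always called active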
Lipid droplet = inhibitors of hepatocyte lipid droplet formation, primary screen, imaging, high-throughput imaging, BODIPY stain; AML12 mouse hepatocytes, oleate lipid droplets; inhibition, % at 6.5 µM; hit rate 0.4% among 240,000; AID 1656, 2009;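 active means lipid droplet intensity inhibited by at least 50%, with more than 500 cells counted; inconclusive means wells with under 300 cells, treated as cytotoxic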
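Test system: AML12 mouse liver cells; schedule: overnight exposure; technique: high-content imaging of BODIPY-stained droplets and DAPI nuclei; read-out: % inhibition of corrected integrated BODIPY droplet signal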
Lipid droplet cells 6.5 µM = also measured in Lipid droplet; calls as there; cell count; measured here: cell count, cytotoxicity flag;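 cells counted across two imaged fields per well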
T cell HTS vesicle-bound % = recorded beside T cell HTS, whose call it bears; double positive events, %; measured here: CD8+ vesicle-bound cell fraction;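 binding gate set so that unloaded-vesicle control wells show 10% double positive cells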
NTR1 agonist cell count 20 µM = further read-out of NTR1 agonist, marked with its call; cell count; measured here: cell count, cytotoxicity flag
* marks the source's active call; other numbers are inactive results; i = inactive; ? = inconclusive; / = not tested or not shown.

SMILES	Large T inhibition	T cell HTS	T cell HTS vesicle-bound %	GPR35 arrestin U2OS	GPR55 LPI antagonism	NTR1 agonist	NTR1 agonist cell count 20 µM	LYP phosphatase	GPR55 beta-arrestin	MgcRacGAP inhibition	Lipid droplet	Lipid droplet cells 6.5 µM
O=C1c2ccccc2C(=O)N1C/C=C/c1ccccc1	-1.4%	i	59.9	-15.1%	-0.9%	-1.5	61	-0.7%	-0.1%	4.6%	-2.8	745
CC(=O)c1cc(NC(=O)c2cccc(C(F)(F)F)c2)c(=O)oc1C	22.0%	i	66.1	-6.4%	1.6%	4.9	49	-4.6%	-0.3%	/	2.7	636
CCOc1cccc(C(=O)Nc2nc(-c3ccc(S(=O)(=O)N4CCOCC4)cc3)cs2)c1	11.4%	i	40.4	12.3%	3.1%	1.7	50	8.4%	-0.1%	7.4%	-5.0	700
O=C(CC(Nc1ccccc1Cl)C(=O)OCC(=O)c1cccs1)c1ccccc1 (centres undefined)	4.2%	i	10.9	0.8%	24.2%	-0.2	91	5.1%	0.3%	8.4%	/	/
CC(NC(=S)Nc1ccc(F)cc1)C(c1cccs1)N1CCOCC1 (centres undefined)	2.9%	i	29.7	-1.3%	-10.0%	3.6	55	-7.7%	-0.1%	-0.9%	-26.1	699
OCC[C@H]1C[C@@H](O)[C@H](O)[C@]2(OCCc3ccccc32)O1	20.3%	i	6.8	/	/	-3.4	54	/	/	6.3%	/	/
CC(=O)Nc1ccc(Nc2nc3ccccc3n3cnnc23)cc1	3.0%	i	48.2	5.5%	-9.0%	0.1	102	-3.4%	0.2%	6.9%	2.4	719
CN(Cc1ccccc1NCC(=O)Nc1ccccc1C#N)C1CCCCC1	4.5%	i	49.8	0.1%	13.5%	-0.8	72	-7.1%	0.0%	0.9%	-14.7	687
CCc1ccc2oc(-c3ccc(N)cc3)nc2c1	7.0%	i	33.6	-7.0%	1.4%	6.6	54	-8.4%	-0.2%	12.5%	12.6	701
COC(=O)c1c(NC(=O)CCCC(=O)O)sc2c1CCCCC2	-1.3%	i	3.1	6.5%	6.5%	1.5	42	-6.0%	0.2%	-54.9%	1.7	735
Cc1ccccc1NC(=O)C[n+]1cc(-c2ccccc2)n2c1CCC2	11.2%	i	33.9	7.1%	6.7%	-1.4	49	-5.6%	-0.1%	8.5%	2.5	676
CCN1C(=O)[C@H]2[C@@H](c3ccc(C)cc3)N3C(=O)N(c4cccc(Br)c4)C(=O)[C@@]3(CC)[C@H]2C1=O	-4.3%	i	24.9	/	/	-0.4	103	/	/	4.2%	/	/
Cc1ccc(-c2nc3c(=O)n(-c4ccccc4)c4c(c(=O)n(C)c(=O)n4C)c3o2)cc1	7.8%	i	37.9	-4.3%	1.1%	-0.5	41	-6.9%	0.2%	/	2.1	727
COc1ccc(N2CCN(C(=O)CCS(=O)(=O)c3ccc(C)cc3)CC2)cc1	20.0%	i	13.2	17.2%	19.1%	-0.6	62	-8.7%	0.2%	30.8%	-6.9	839
COC(=O)C(Cc1c[nH]c2ccccc12)NC(=O)CNC(C)=O (centres undefined)	12.0%	i	43.0	18.6%	-2.1%	-1.4	31	-7.4%	0.2%	10.1%	-2.4	799

5 entries drawn at random from the list so far, as already listed:
SMILES	Large T inhibition	T cell HTS	T cell HTS vesicle-bound %	GPR35 arrestin U2OS	GPR55 LPI antagonism	NTR1 agonist	NTR1 agonist cell count 20 µM	LYP phosphatase	GPR55 beta-arrestin	MgcRacGAP inhibition	Lipid droplet	Lipid droplet cells 6.5 µM
O=C1c2ccccc2C(=O)N1C/C=C/c1ccccc1	-1.4%	i	59.9	-15.1%	-0.9%	-1.5	61	-0.7%	-0.1%	4.6%	-2.8	745
Cc1ccccc1NC(=O)C[n+]1cc(-c2ccccc2)n2c1CCC2	11.2%	i	33.9	7.1%	6.7%	-1.4	49	-5.6%	-0.1%	8.5%	2.5	676
CCc1ccc2oc(-c3ccc(N)cc3)nc2c1	7.0%	i	33.6	-7.0%	1.4%	6.6	54	-8.4%	-0.2%	12.5%	12.6	701
CCOc1cccc(C(=O)Nc2nc(-c3ccc(S(=O)(=O)N4CCOCC4)cc3)cs2)c1	11.4%	i	40.4	12.3%	3.1%	1.7	50	8.4%	-0.1%	7.4%	-5.0	700
COC(=O)c1c(NC(=O)CCCC(=O)O)sc2c1CCCCC2	-1.3%	i	3.1	6.5%	6.5%	1.5	42	-6.0%	0.2%	-54.9%	1.7	735

Later entries
SMILES	Large T inhibition	T cell HTS	T cell HTS vesicle-bound %	GPR35 arrestin U2OS	GPR55 LPI antagonism	NTR1 agonist	NTR1 agonist cell count 20 µM	LYP phosphatase	GPR55 beta-arrestin	MgcRacGAP inhibition	Lipid droplet	Lipid droplet cells 6.5 µM
O=c1cc(CSc2nnnn2-c2ccccc2)nc2scc(-c3ccccc3)n12	12.8%	i	39.9	3.8%	-1.0%	-0.1	90	3.2%	0.2%	7.8%	-1.6	618
COc1ccccc1N1CCN(/N=C(\C)c2ccccc2O)CC1	0.7%	i	57.3	-8.1%	1.5%	-0.8	45	-5.2%	-0.1%	9.3%	-2.3	774
CC[C@H](C)[C@@H](CN[C@H](CCCCNC)CNC)NCC1CCCC1	9.6%	i	18.4	3.5%	-8.5%	2.1	97	-6.9%	-0.3%	10.5%	/	/
Cc1ccccc1Cn1ccc(NC(=O)c2cc3nc(-c4ccco4)cc(C(F)(F)F)n3n2)n1	9.2%	i	44.2	-1.0%	8.8%	9.4	68	0.3%	-0.4%	11.0%	/	/
COc1ccc(NC(=O)Nc2c(C)n(C)n(-c3ccccc3)c2=O)c(OC)c1	6.6%	i	57.5	-3.3%	10.2%	-0.4	49	-6.9%	-0.2%	7.2%	15.7	711
COc1ccc(-c2noc(CCC(=O)NCc3cc(Br)ccc3OC)n2)cc1	21.8%	i	40.6	-12.3%	8.8%	2.2	63	-3.2%	-0.2%	3.2%	-16.5	700
CC1=C(C#N)C(NC(=O)c2ccc(C)cc2)(C(F)(F)F)C(=O)N1 (centres undefined)	17.7%	i	53.2	11.2%	2.9%	-2.0	59	-3.5%	0.2%	0.5%	/	/
CN(C(=O)COC(=O)/C=C/c1ccc2c(c1)OCO2)c1c(N)n(Cc2ccccc2)c(=O)[nH]c1=O	3.4%	i	48.5	/	/	0.5	68	/	/	3.3%	/	/
Cc1ccc(-c2nnn(Cc3nc(N)nc(N4CCOCC4)n3)n2)cc1	5.2%	i	35.1	-2.9%	2.1%	0.7	69	-12.9%	-0.4%	2.7%	-32.7	752
Cc1nn(Cc2ccccc2)c(C)c1C(=O)Nc1ccc(N2CCOCC2)cc1	15.9%	i	14.7	7.1%	4.0%	-1.3	59	-0.6%	-0.1%	8.7%	/	/
COc1cc2ccccc2cc1C(=O)N(CCN(C)C)c1nc2ccc(C)cc2s1	6.8%	i	24.4	4.1%	-3.1%	1.9	67	-6.5%	0.6%	11.4%	2.0	727
COc1ccc(-c2n(Cc3ccccc3)c3ccccc3[n+]2Cc2ccccc2)cc1	4.8%	i	39.3	21.0%	-13.3%	10.2	71	-5.4%	-0.1%	6.9%	-3.8	576
COc1ccc(N2CCN(CCCNC(=O)C3(S(=O)(=O)c4ccc(Cl)cc4)CC3)CC2)cc1	30.6%	i	38.7	2.7%	-1.5%	-1.3	47	-0.8%	0.2%	16.3%	-3.2	692
Cc1ccccc1OCCNC(=O)c1ccco1	2.3%	i	15.0	14.7%	-15.3%	-0.4	75	-8.0%	-0.2%	3.6%	-2.1	803
Cc1cc(C)n2nc(C(=O)OCC(=O)N(C)CC(=O)Nc3ccccc3Cl)nc2n1	0.8%	i	46.2	/	/	0.6	59	/	/	1.5%	/	/
Cc1ccc(CNC(=O)CC2(CC3=NS(=O)(=O)c4ccccc4N3)CCCC2)cc1	/	i	23.3	-2.0%	8.6%	3.1	57	-2.1%	0.5%	1.7%	5.5	841
CC(C)C(=O)Nc1nc2cc3c(cc2s1)OCCO3	15.0%	i	31.3	-5.5%	-1.4%	2.0	64	-5.0%	0.0%	13.3%	-3.9	690
O=C(CN1CCN(C/C=C/c2ccccc2)CC1)Nc1ccccc1C(=O)NC1CC1	19.9%	i	29.2	10.9%	6.5%	1.8	62	-3.9%	0.2%	90.6µM*	0.9	731
O=Cc1s/c(=N\S(=O)(=O)c2ccccc2)n(CCCCl)c1Cl	?	/	/	43.9%	5.9%	/	/	8.6%	-0.6%	3.6%	27.2	713
COc1ccc(OC)c(C2C(C(=O)c3cccs3)=C(O)C(=O)N2c2cc(C)on2)c1 (centres undefined)	6.7%	i	25.1	17.4%	2.2%	-1.3	74	-7.3%	-0.3%	6.5%	-1.0	751
COC(=O)Cc1[nH]n(-c2nc3ccccc3s2)c(=O)c1C(C)=Nc1ccc(OC)cc1	14.6%	i	28.5	6.3%	6.0%	0.1	61	0.8%	-0.1%	13.0%	19.9	710
